High-throughput results deposited in PubChem by several laboratories.
OPRM1-OPRD1 ag: OPRM1-OPRD1 heterodimerization agonism. 0.3% of 340,000 active. AID 504326. cells, luminescence. P35372+P41143. activation, % at 9.3 µM; in the data active means activation above about 18%;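 further: 0% = vehicle-treated cells and 100% = reference agonist; values of inactives mirror those of a sister screen read the other way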
DSG3 Ab inh: blocks pemphigus antibody binding to human desmoglein-3. DSG3-coupled beads, scFv-anti-DSG3-GFP binding, flow cytometry; stronger effect = lower value. binding (percent of control), % at 10 µM. P32926. 0.48% of 310,000 active;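 active means binding more than 3 SD below its plate's average and above zero; inconclusive means below that plate limit but binding exactly zero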;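 further: hits lower antibody fragment binding to DSG3; some compounds called inactive have numbers as strong as hits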
Keap1-Nrf2 PPI: inhibitors of human Keap1-Nrf2 protein-protein interaction | Keap1 Kelch-Nrf2 peptide fluorescence polarization, 1536-well | inhibition, % at 9.4 µM | 0.15% of 340,000 active | AID 504523 | Q14145; in the data active means inhibition above about 12%; inconclusive means no clear call, values can overlap the other calls; inactive means below about 7.3%;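 further: human Keap1 Kelch domain with fluorescein labeled Nrf2 9mer peptide probe; 0% = neutral control wells and 100% = peptide positive control; higher means more block of Keap1 binding to Nrf2 peptide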
Target sequence (Q14145 whole entry, looked up, the tested form may be a part): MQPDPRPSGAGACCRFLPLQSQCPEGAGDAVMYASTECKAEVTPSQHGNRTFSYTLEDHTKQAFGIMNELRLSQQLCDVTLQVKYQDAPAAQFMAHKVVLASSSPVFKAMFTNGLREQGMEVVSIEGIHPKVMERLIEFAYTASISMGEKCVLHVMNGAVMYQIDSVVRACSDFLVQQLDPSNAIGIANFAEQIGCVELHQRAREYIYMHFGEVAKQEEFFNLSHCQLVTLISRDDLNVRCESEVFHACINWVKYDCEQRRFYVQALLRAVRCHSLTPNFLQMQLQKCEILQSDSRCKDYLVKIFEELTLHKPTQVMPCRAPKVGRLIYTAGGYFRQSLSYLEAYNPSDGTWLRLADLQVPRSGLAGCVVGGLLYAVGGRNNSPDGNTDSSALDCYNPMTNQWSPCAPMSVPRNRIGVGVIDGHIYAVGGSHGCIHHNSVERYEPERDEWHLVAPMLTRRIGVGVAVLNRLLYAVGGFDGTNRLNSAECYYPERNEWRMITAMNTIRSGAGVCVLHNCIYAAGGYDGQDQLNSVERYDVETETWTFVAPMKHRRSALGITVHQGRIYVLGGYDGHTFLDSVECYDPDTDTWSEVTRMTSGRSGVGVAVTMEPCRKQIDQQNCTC
Cardiac RTF inh: cardiac RTF calcium desensitization. IANBD-labeled cardiac RTF, Ca2+ fluorescence. inhibition, % at 7.15 µM. 0.12% of 340,000 active. AID 493244;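 active means inhibition above the mean inhibition of all tested compounds plus 3 SD, cut at about 17% in these data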;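 further: assay run at fixed EC70 calcium of 1.6 mM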
MOR-DOR inv ag: inverse agonist of human OPRM1-OPRD1 heterodimerization | cell-based MOR-DOR heterodimer luminescence, inverse agonism | 0.21% of 340,000 active | inhibition, % at 9.3 µM | AID 504357 | P35372+P41143; in the data active means inhibition above about 22%, passing the limit was not always enough;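 further: 0% = cells with DMSO and 100% = wells without cells with DMSO; values of inactives mirror those of a sister screen read the other way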
Arr AP2 block: inhibitors of human beta-arrestin and AP2 interaction | FITC-arrestin peptide / GST-AP2 beads, flow cytometry; AP2 beta2 appendage carries R879A mutation | inhibition, % at 10 µM | 0.31% of 340,000 active;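 active means inhibition above a set limit, near 3 SD of compounds lacking own fluorescence, cut at about 54% in these data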;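 further: plate controls were DMSO wells for no effect and 5 µM unlabelled arrestin peptide for full effect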
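system = GST-tagged AP2 beta2-adaptin appendage (R879A) on 4 µm glutathione beads | reagent = FITC-labelled arrestin peptide probe, 50 nM final | schedule = compound with beads 12 min RT, then probe 1 h RT | signal = HyperCyt-sampled flow cytometry, FL1 channel, ex 488/em 535 nm | read-out = percent response from loss of bead-bound FITC fluorescence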
V-ATPase pHluor: regulators of yeast V-ATPase proton transport; AID 504577; response, % at 10 µM; 0.37% of 350,000 active; S. cerevisiae, pHLuorin cytosolic pH fluorescence; in the data active means response mostly above about 7.3%, no sharp cut-off; inactive means mostly below about 5.4%; further: actives read high; inactives centre near 0; some compounds called inactive have numbers as strong as hits; reference of the scale not given here
Wnt bcat act: activators of Wnt/beta-catenin signaling. Wnt/beta-catenin reporter cell assay, activator, plate reader. activation, % at 9.35 µM. 1.2% of 300,000 active. AID 743398; in the data active means activation above about 30%, passing the limit was not always enough; inconclusive means no clear call, values can overlap the other calls;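 further: 0% = neutral control wells and 100% = positive control wells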
RTF Ca sens act: cardiac RTF calcium sensitization. P19429+P45379. IANBD-labeled TnC RTF fluorescence at EC20 calcium; 0% EC20 calcium, 100% full calcium. activation, % at 7.2 µM. 0.24% of 340,000 active. AID 493008;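 active means activation above the mean over all tested compounds plus 3 SD, cut at about 30% in these data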;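 further: rise in fluorescence read as greater calcium sensitivity of cardiac thin filaments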
C-LANA FP: blocks KSHV LANA C-terminal domain binding to DNA; MBP-C-LANA/FAM-LBS DNA binding, fluorescence polarization; inhibition, % at 9 µM; 0.078% of 340,000 active; AID 504423;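 active means highest replicate inhibition at or above 60% at 9 µM, even if other replicates fall short; inactive means all replicates below 60% inhibition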;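 further: 0% = neutral control wells and 100% = 4 µM acridine orange control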
* = called active by the depositor; ? = inconclusive; . = no result given.

SMILES	OPRM1-OPRD1 ag	DSG3 Ab inh	Keap1-Nrf2 PPI	Cardiac RTF inh	MOR-DOR inv ag	Arr AP2 block	V-ATPase pHluor	Wnt bcat act	RTF Ca sens act	C-LANA FP
CCC/C(=C1/c2ccccc2C(=O)N1c1ccccc1)c1ccc2c(c1)OCCO2	-2.5	.	-6	-6	14	-2	1	-5	6	1.0
O=S(=O)(c1cnc(Cl)c(Cl)c1)N1CCCc2ccccc21	6.6	133	-1	-27	-33	1	0	-2	1	1.2
O=S(=O)(c1ccccc1)N1CCC(=NO)CC1	-2.6	109	-1	1	14	-5	1	-2	2	-0.5
COc1ccccc1-c1sc2ccccc2c1-c1ccc2c(c1)OCO2	-0.8	102	2	1	4	-10	-1	-1	10	-0.9
COCCNC(=O)c1ccccc1NC(=O)CSc1ccc(C)cc1	1.4	103	-3	-4	-7	20	1	0	4	1.0
CC(C)COC(=O)NC1c2ccccc2Oc2ccccc21	8.5	99	-4	-4	-42	9	-6	-2	-3	1.6
CCOC(=O)CNC(=O)CSc1nnc(-c2cccc(OC)c2)n1CC	-4.4	.	1	-9	18	-2	-8	-2	-6	0.0
Cn1cnnc1SCc1ccc(F)c2ccccc12	-0.7	103	0	-10	4	-32	-2	.	0	-0.3
Cn1c(=O)cc(SCC(=O)NCc2cccnc2)c2ccccc21	-1.4	.	-4	-7	9	-2	-5	.	-3	-0.8
COc1ccc(-c2cc(C(=O)NCCN3CCOCC3)c3ccccc3n2)cc1OC	-4.5	.	1	5	23	28	-1	-2	-1	-0.3
Cc1cccc(Nc2nc(-c3ccc(O)c(O)c3)cs2)n1	3.3	111	-7	-3	-16	5	3	8	3	1.4
COC(=O)c1sc(SC)c(-c2ccon2)c1C	-4.2	.	0	4	21	-11	-1	3	-2	0.4
Cc1cccc(N(Cc2cc3cc(C)ccc3[nH]c2=O)C(=O)c2cccs2)c1	0.1	96	-1	-3	-1	20	5	-3	1	-1.5
O=C(NCCO)C(=O)Nc1cc2c3c(c1)CC(=O)N3CCC2	-3.1	99	-1	1	16	10	-2	0	-7	0.3
CCC1CCCCN1C(=O)c1ccc2c(c1)C(=O)N(c1ccc(C)cc1)C2=O (centres undefined)	0.2	98	-1	5	-1	21	-2	0	-7	0.8
CCc1ccc(NC(=O)C(=O)c2ccccc2NC(C)=O)cc1	-2.2	86	3	-6	9	13	1	42*	5	-1.4
CN1CCN(c2ccc(NC(=S)NC(=O)c3cccc4ccccc34)cc2)CC1	0.6	.	-3	-11	-3	-4	-1	3	0	-0.3
CN(C(=O)c1cccc(NC(=O)c2ccccc2)c1)C1CCCCC1	-3.3	112	0	-7	18	-5	2	-1	-1	-1.7
O=S(=O)(Nc1ccc2c(c1)OCCO2)c1cnc[nH]1	-2.3	92	-1	6	14	-6	-2	.	9	-0.3
Cn1c(SCC(=O)N2CCCC2)nc2ccccc21	-1.4	103	-2	-11	7	13	-3	-2	2	-0.4

Quoted at random: 2 records from the list, in no set order.
SMILES	OPRM1-OPRD1 ag	DSG3 Ab inh	Keap1-Nrf2 PPI	Cardiac RTF inh	MOR-DOR inv ag	Arr AP2 block	V-ATPase pHluor	Wnt bcat act	RTF Ca sens act	C-LANA FP
Cn1c(SCC(=O)N2CCCC2)nc2ccccc21	-1.4	103	-2	-11	7	13	-3	-2	2	-0.4
Cn1cnnc1SCc1ccc(F)c2ccccc12	-0.7	103	0	-10	4	-32	-2	.	0	-0.3

The list goes on.
SMILES	OPRM1-OPRD1 ag	DSG3 Ab inh	Keap1-Nrf2 PPI	Cardiac RTF inh	MOR-DOR inv ag	Arr AP2 block	V-ATPase pHluor	Wnt bcat act	RTF Ca sens act	C-LANA FP
CSc1c(-c2ccccc2)nc2ccccc2c1C(=O)O	0.6	104	2	-4	-3	4	-3	.	-1	2.0
CN1CCN(c2ccc([N+](=O)[O-])c(Sc3nc4ccccc4[nH]3)c2)CC1	56*	99	-3	-2	-297	7	-5	-1	-2	-1.2
Cc1ccc2nc3c(cc(C(=O)NCC4CCCO4)c(=N)n3CC3CCCO3)c(=O)n2c1 (centres undefined)	0.2	.	0	0	-1	26	-79	.	-8	1.3
Oc1cccc2ccc(/C=C/c3ccccc3Br)nc12	-4.9	90	-3	0	25	2	4	29	3	-0.8
N#Cc1c(-c2ccco2)cc(-c2cccnc2)nc1N	0.4	102	-4	-9	-2	9	-5	.	-10	1.5
CCNC(=S)N(Cc1cc2cccc(C)c2[nH]c1=O)C1CCCC1	0.5	120	-3	5	-3	3	1	1	-2	1.1
CC(C)C(=O)Nc1ccc2c(c1)nc(CCN1CCCCC1)n2C	-1.8	102	-1	1	8	-4	2	0	3	1.9
CCOC(=O)Cc1csc(NC(=O)COc2c(C)cccc2C)n1	-1.2	98	4	4	6	9	3	0	-1	0.3
CCOC(=O)n1c(=O)n(C)c2ccc(Cl)cc21	-1.5	91	-1	-5	8	-8	1	-5	8	-0.1
CN(CCc1ccccn1)C(=O)CCC1CCCN(C(=O)CCOc2ccccc2)C1 (centres undefined)	-4.0	80	3	-2	20	-1	-2	0	1	-0.5
CCc1ccc([C@@H]2CC=C(C(=O)O)[C@H](c3ccc(F)cc3)N2S(=O)(=O)c2ccc(C)cc2)cc1	-0.9	104	1	-11	5	6	2	1	9	0.4
O=c1cc2ncc(-c3[nH]ncc3[N+](=O)[O-])cn2[nH]1	-1.8	96	3	4	10	-5	-3	1	6	1.4
CCN(CC)C(=O)OCc1c(-c2ccccc2)ncc2ccccc12	-0.5	95	-7	-23	3	-3	3	?	4	-2.6
COc1ccc(-n2nc(C(=O)NCC(=O)NC(C)C)c3ccccc3c2=O)c(OC)c1	-3.5	.	.	5	16	-6	-2	-1	-3	.
CCOC(=O)CSc1nc(-c2ccccc2)nc2ccc(F)cc12	-0.2	103	2	-14	1	2	1	2	4	1.6
Cc1ccc(C)c(C(=O)CCC(=O)OCn2nnc3ccccc3c2=O)c1	-3.6	111	-10	3	14	-2	3	0	-3	1.1
O=C(COc1ccccc1[N+](=O)[O-])NCC1(N2CCCCC2)CCCCC1	-4.7	91	3	0	18	-6	7	-1	-1	0.8
Nc1ncnc2nc(SCCOc3ccc(Cl)cc3)[nH]c12	-4.2	.	1	-1	20	1	3	.	2	1.7
CN(C)C(CNC(=O)C1CCN(S(=O)(=O)c2ccccc2)CC1)c1ccccc1 (centres undefined)	0.2	104	-1	9	-1	3	-4	2	1	0.2
Cc1ccc(O)c(C2=NNC(c3ccc(Cl)cc3)C2)c1 (centres undefined)	6.7	101	-7	-1	-33	-6	-3	?	-1	-0.5
CC(NC(=O)Cn1cc(Br)c([N+](=O)[O-])n1)c1ccccc1 (centres undefined)	-2.3	113	0	-6	13	0	-1	0	3	0.8
Oc1ccc(Cc2ncc(C(F)(F)F)cc2Cl)cc1	9.3	104	6	-29	-54	16	-3	1	2	0.3
Cc1ccccc1NC(=O)c1cc(C(=O)c2cc(Cl)ccc2O)cn(-c2ccccc2C)c1=O	2.7	93	-9	-6	-15	-6	-2	-1	5	-2.5
CN(C(=O)COC(=O)COc1ccc2c(c1)CCC2)c1c(N)n(Cc2ccccc2)c(=O)[nH]c1=O	0.1	103	-4	-17	-1	35	1	-2	-9	-0.2
CCOC(=O)C1=C(COC(=O)Cc2ccc(OC)c(OC)c2)NC(=O)NC1C (centres undefined)	-0.7	.	6	0	3	38	0	2	-4	-1.8
Cc1ccc(-c2nnc(Nc3ccc(CC(N)=O)cc3)c3ccccc23)cc1S(N)(=O)=O	-3.5	105	-2	2	16	7	0	1	3	-1.9
COc1cccc(/C=N/Nc2ccc([N+](=O)[O-])cn2)c1O	4.2	112	-2	1	-19	7	2	8	-1	0.5
CC(C(=O)OCC(=O)c1cccc([N+](=O)[O-])c1)N1C(=O)C2C3CCC(C3)C2C1=O (centres undefined)	-7.5	92	-10	-24	54*	2	7	-2	2	0.2
CC(C)OCCCNC(=O)c1cc(-c2cccnc2)nc2ccccc12	-2.0	92	0	-4	11	3	1	0	0	1.1
COc1cc(C2=NOC(C(=O)N3CCOCC3)C2)cc(OC)c1OC (centres undefined)	-1.9	101	6	-10	11	-1	-2	.	6	0.7
Cn1c(=O)[nH]c(=O)c2c1nc(N/N=C/c1ccncc1)n2Cc1ccc(Cl)cc1	.	103	.	.	.	1	-6	-2	.	.
NC(=O)C1CCN(C(=O)/C=C/c2cc(Br)ccc2F)CC1	-2.0	86	-2	-2	9	-13	2	-3	-4	0.6
CCN1C(=O)[C@H]2[C@@H](c3ccc(-c4ccc(OC)cc4)cc3)N3CCC[C@@]3(C(=O)OC)[C@H]2C1=O	0.5	97	-3	-29	-3	15	-8	-2	3	2.3
COc1cccc(-c2nnc(SCC(=O)N3CCOCC3)o2)c1	-0.6	110	-2	3	3	2	2	0	-6	1.0
O=C(COC(=O)c1ccccc1O)Nc1cccc(S(=O)(=O)N2CCCC2)c1	-0.8	.	-3	-7	3	-16	4	-3	5	-0.8
CCCCc1ccc(NC(=O)N2CCNC(=O)C2CC(=O)Nc2ccsc2C(=O)OC)cc1 (centres undefined)	-0.4	100	1	-6	2	-4	-3	3	16	0.4
CC(=O)N1N=C(c2ccc(C)c([N+](=O)[O-])c2)OC1(C)C	-4.0	.	2	-1	20	-1	5	-2	-3	0.7
CC(=O)N(CCC(Cc1ccccc1)c1ccco1)Cc1ccco1 (centres undefined)	-1.4	91	-2	-11	7	-1	-2	-2	-3	0.3
COCCOC(=O)c1c(NC(=O)COC(=O)c2ccc(C)o2)sc(C(N)=O)c1C	-4.4	.	-1	0	17	0	-1	-4	-2	2.1
Cc1ccc(C(=O)NCC(=O)N(C)Cc2ccc(Cl)cc2Cl)s1	0.4	79	-1	-24	-3	-9	-3	2	2	1.1
CN(Cc1cccs1)C(=O)CSc1nc(N)cc(N)n1	-2.6	106	2	10	14	-2	-2	-1	4	0.9
CN1CCN(c2ccc(S(=O)(=O)N3CCOCC3)cc2NC(=O)C2CCCCC2)CC1	-1.1	111	-5	-3	4	-4	1	1	-1	0.3
O=C(CCC(=O)Nc1cc(C(F)(F)F)ccc1Cl)N/N=C\c1cc([N+](=O)[O-])ccc1O	-4.8	108	0	4	23	11	1	1	-4	-0.8
O=C(c1cccc(C(F)(F)F)c1)N1CCC(O)(CS(=O)(=O)Cc2ccc(Cl)cc2)CC1	-3.4	111	-5	-2	16	9	3	-11	1	-0.2
CCOC(=O)C(=O)/C(C#N)=C/Nc1ccccc1	-3.0	108	-1	-20	15	-15	5	-6	-2	1.8
Cc1cc(C(=O)NCCN2CCOCC2)c2ccccc2n1	0.7	106	3	2	-4	3	5	-4	-6	1.5
CCOC(=O)c1c(/N=C/c2cc(C)ccc2O)sc2c1CCN(C)C2	-1.5	101	-4	3	9	4	-2	17	0	-0.3
Cc1ccc(S(=O)(=O)NCCC(=O)OCC(=O)NCCc2ccccc2)cc1C	-0.3	104	1	4	2	3	1	-4	-7	-2.5
O=C(O)C1CC=CCC1C(=O)Nc1ccc(F)c(F)c1 (centres undefined)	-1.4	106	-2	-4	8	12	-2	.	1	-0.4
